# TAAR1 antagonist: human TAAR1 antagonism | Q96RJ0 | CHO RD-HGA16 TAAR1, Fluo-8 calcium fluorescence, antagonist | inhibition, % at 3 µM | 1.5% of 360,000 active;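 active means inhibition above a per-plate cutoff, the mean inhibition of test compounds on that plate plus 3 SD, cut at about 49% in these data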;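 further: 0% = DMSO plus EC80 beta-PEA response and 100% = DMSO alone without agonist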
# Target sequence (Q96RJ0 whole entry, looked up): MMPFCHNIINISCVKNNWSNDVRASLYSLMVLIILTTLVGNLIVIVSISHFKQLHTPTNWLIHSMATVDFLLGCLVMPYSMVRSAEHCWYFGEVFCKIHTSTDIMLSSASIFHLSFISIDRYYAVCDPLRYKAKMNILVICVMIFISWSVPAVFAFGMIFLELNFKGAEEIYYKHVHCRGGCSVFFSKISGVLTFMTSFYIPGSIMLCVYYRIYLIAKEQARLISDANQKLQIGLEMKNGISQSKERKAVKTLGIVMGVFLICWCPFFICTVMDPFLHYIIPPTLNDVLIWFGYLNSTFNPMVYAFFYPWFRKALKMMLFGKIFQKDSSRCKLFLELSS
#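 System: RD-HGA16 CHO cells with stable hTAAR1 and Gα16 | Probe or stimulus: EC80 β-phenethylamine stimulus | Dosing: 3 µM, single point | Times: Dye loading 75 min at 37 °C, then 30 min room temperature | Measured by: Fluo-8 calcium-sensitive fluorescence | Read-out basis: % inhibition of agonist calcium response | Replicates: n of 1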
# CHRM1 PAM: human CHRM1 positive allosteric modulation; P11229; CHO-K1 hM1, Fluo-8 calcium fluorescence, ACh EC20; 0% = ACh EC20, 100% = maximal ACh; activation, % at 3 µM; 0.088% of 360,000 active; AID 588819; in the data active means activation above about 19%, passing the limit was not always enough
# Target sequence (P11229 whole entry, looked up): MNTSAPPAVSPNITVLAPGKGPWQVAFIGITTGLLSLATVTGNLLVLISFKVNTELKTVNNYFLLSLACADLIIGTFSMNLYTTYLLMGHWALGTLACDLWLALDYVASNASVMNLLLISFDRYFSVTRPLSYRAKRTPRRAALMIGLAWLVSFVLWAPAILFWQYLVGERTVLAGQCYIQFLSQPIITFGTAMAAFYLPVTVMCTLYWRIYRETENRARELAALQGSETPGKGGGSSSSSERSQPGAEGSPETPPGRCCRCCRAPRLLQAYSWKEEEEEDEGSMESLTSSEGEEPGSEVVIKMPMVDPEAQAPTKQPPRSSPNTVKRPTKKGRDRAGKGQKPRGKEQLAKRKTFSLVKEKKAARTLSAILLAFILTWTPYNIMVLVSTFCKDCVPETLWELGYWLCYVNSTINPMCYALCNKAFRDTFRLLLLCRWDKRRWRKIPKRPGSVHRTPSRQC
# M1 ag parental: M1 agonist counterscreen hit in parental CHO-K1 cells. Fluo-8 calcium fluorescence; scaled to maximal ATP response, vehicle zero. activation, % at 3 µM. 0.48% of 360,000 active; in the data active means activation above about 15%;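 further: untransfected CHO-K1 host cells lacking M1 receptor as counterscreen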
# CHRM1 agonist: human M1 muscarinic receptor agonism. CHO-K1 hM1, Fluo-8 calcium fluorescence, agonist mode; 0% DMSO, 100% acetylcholine EC100. P11229. activation, % at 3 µM. 0.33% of 360,000 active;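 active means activation above the run's mean compound activation plus 3 SD, cut at about 16% in these data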;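 further: peak over basal fluorescence ratio within a 140 s kinetic read after compound addition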
# CHO parental Ca: signal in parental CHO cells, OX1R antagonist counter-screen | parental CHO-K1, ATP-induced calcium, Fluo-8 fluorescence | inhibition, % at 5.6 µM | 0.63% of 330,000 active | AID 463079;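 active means inhibition above that plate's mean sample inhibition plus 3 SD, cut at about 26% in these data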;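 further: 0% = ATP-challenged DMSO wells and 100% = DMSO wells without ATP; some compounds past the cut are filed as inactive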
#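 material = parental CHO cells | also added = ATP as calcium-mobilizing challenge | dosing = single point at 5.6 µM | detection = intracellular calcium via Fluo-8 no-wash fluorescent dye | read-out = % inhibition | benchmarks = low control ATP plus DMSO, high control DMSO only | repeats = one well per compound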
# CHO-K1 Ca PAM: nonselective activator or artifact in parental CHO-K1 calcium assay | ATP EC20, Fluo-8 calcium fluorescence; 0% at ATP EC20, 100% at ATP max | activation, % at 3 µM | 0.02% of 360,000 active | AID 602247;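 active means activation above the run cutoff, the mean activation of all test compounds plus 3 SD, cut at about 40% in these data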;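 further: peak over basal fluorescence ratio in a 140 s read after ATP addition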
# TAAR1 agonist: human TAAR1 agonism; Q96RJ0; CHO RD-HGA16 TAAR1, Fluo-8 calcium fluorescence; vehicle wells 0%, saturating PEA agonist 100%; activation, % at 3 µM; 0.99% of 360,000 active; AID 624467;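 active means activation above the mean activation of all test compounds in the run plus 3 SD, cut at about 38% in these data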
#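 test system = CHO RD-HGA16 cells carrying human TAAR1 plus Gα16 | schedule = 17-24 h seeding, 75 min 37 °C dye, 30 min RT | compound dosing = 3 µM single concentration | control set = DMSO and PEA EC100 | replicates = n 1 | signal = Fluo-8 fluorescence, 5 s baseline then 140 s kinetic read | measure = percent activation vs PEA EC100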
# CHO-K1 Ca antag: M1 antagonist counterscreen hit in parental CHO-K1 cells; 0.6% of 360,000 active; ATP-induced calcium, Fluo-8 fluorescence; AID 602250; inhibition, % at 3 µM;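 active means inhibition above a per-plate cutoff, the plate's mean sample inhibition plus 3 SD, cut at about 24% in these data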;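 further: 0% = DMSO plus EC80 ATP and 100% = DMSO alone without ATP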
# CHRM1 antagonist: human CHRM1 antagonism | P11229 | CHO-K1 hM1, Fluo-8 calcium fluorescence, ACh EC80 antagonist | inhibition, % at 3 µM | 1.3% of 360,000 active | AID 588852;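 active means percent inhibition above its own plate's cutoff, namely the mean of that plate's compound wells plus 3 SD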;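 further: peak over basal fluorescence ratio during 140 s after agonist addition; 0% = ACh EC80 plus DMSO and 100% = DMSO alone without agonist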
# * = called active by the depositor; nt = no result given.
# Sample of the layout, 2 compounds:
no.	SMILES	TAAR1 antagonist	CHRM1 PAM	M1 ag parental	CHRM1 agonist	CHO parental Ca	CHO-K1 Ca PAM	TAAR1 agonist	CHO-K1 Ca antag	CHRM1 antagonist
1	CCCCN1CCc2c1nc1ccc(Br)cc1c2N	-1	3	-0.5	-7	-11	20	-2	-22	-22
2	Cn1c(=O)c([N+](=O)[O-])c(Oc2ccccc2)c2ccccc21	1	-5	0.7	-4	nt	16	3	0	11

# The whole of this part (from the top)
no.	SMILES	TAAR1 antagonist	CHRM1 PAM	M1 ag parental	CHRM1 agonist	CHO parental Ca	CHO-K1 Ca PAM	TAAR1 agonist	CHO-K1 Ca antag	CHRM1 antagonist
1	CCCCN1CCc2c1nc1ccc(Br)cc1c2N	-1	3	-0.5	-7	-11	20	-2	-22	-22
2	Cn1c(=O)c([N+](=O)[O-])c(Oc2ccccc2)c2ccccc21	1	-5	0.7	-4	nt	16	3	0	11
3	CC1(C)S[C@@H]2[C@H](NC(=O)COc3ccccc3)C(=O)N2C1C(=O)OCC1CCCCC1 (stereo partly drawn)	-1	1	-0.3	-3	-19	-23	0	-2	-2
4	CCOc1ccc(C(=O)Nc2ccc(S(=O)(=O)N3CCN(C)CC3)cc2)cc1	-23	7	0.4	-10	-12	-16	4	15	-9
5	CS(=O)(=O)N(CC(=O)N1CCC(C(N)=O)CC1)c1ccc(Oc2ccccc2)cc1	24	0	0.6	-4	-1	-5	-4	5	4
6	NNC(=O)c1ccc(Cn2cc(Br)cn2)cc1	-15	3	0.2	-5	-19	15	0	-12	2
7	O=C(CN(C1CCCCC1)S(=O)(=O)c1ccc(Br)cc1)NCc1cccnc1	9	6	0.6	-6	-25	23	10	-11	-7
8	COc1ccc2c(c1)cc(C(=O)O)n2C	-9	17	0.1	-2	1	-4	10	-4	-14
9	Cc1ccc(CNC(=O)C2(NC(=O)Nc3ccc(C)cc3)CCCCC2)cc1	2	-4	-0.3	-6	-13	-4	4	-5	6
10	CCCCN(C)C(=O)c1ccc(Nc2nc(C(N)Cc3ccccc3)cs2)nc1 (stereo not drawn)	24	2	3.5	-2	nt	22	49*	-7	-5
11	O=C(NC1CCN(Cc2nnnn2CCc2ccccc2)CC1)c1ccccc1F	9	3	0.4	-5	-4	4	4	-4	11
12	CC(=O)Nc1ccc(SCC(=O)N(CCC#N)c2cc(C)cc(C)c2)cc1	-13	-1	0.0	0	-16	-8	9	15	5
13	c1ccc([C@H]2CNCCN2CCc2cccc3ccccc23)cc1	24	3	1.6	-4	5	5	54*	6	11
14	O=C1c2cc(S(=O)(=O)NCCCO)ccc2-c2ccc(S(=O)(=O)NCCCO)cc21	6	3	0.5	-3	4	15	10	-4	2
15	COc1ccc(NC(=O)CSc2nnc(NC(=O)C3CCC3)s2)cc1	-27	12	0.0	-2	-6	14	-1	-15	-9
16	O=C(CN1C(=O)NC2(CCCC2)C1=O)Nc1ccc(Cl)cc1C(F)(F)F	-2	-3	0.3	-3	-15	-8	2	8	10
17	Cc1cccc(/N=C/c2c(C)[nH]n(-c3ccccc3)c2=O)n1	-12	4	-0.2	-3	10	-6	-1	-4	-12
18	Cc1ccc(N2NC(=O)/C(=C/c3ccc(-c4ccc(Cl)c(C(=O)O)c4)o3)C2=O)cc1	0	-2	0.3	-3	5	12	4	3	3
19	CC(C)S(=O)(=O)C/C(N)=N/OS(=O)(=O)c1ccc(Cl)cc1	-4	12	1.3	-2	-4	25	8	-14	-7
20	CCOc1ccc(C(=O)N[C@H](C(=O)O)C(C)C)cc1	6	5	-0.1	-3	0	1	11	14	1
21	COc1cccc(C(=O)C2CCCN(C/C=C/c3ccccc3OC)C2)c1 (stereo not drawn)	-27	-17	1.7	-8	-11	-4	4	-20	21
22	Cc1cccnc1C1=NOC(Cc2ccccc2)C(=O)N1CCOc1ccc(F)cc1 (stereo not drawn)	10	-3	1.1	-2	nt	10	-1	5	1
23	COc1ccc(Nc2nc(CC(C)=O)ns2)cc1OC	-14	4	0.0	0	-24	5	5	-5	5
24	COc1cc(OC)cc(-c2noc(-c3csc([C@@H]4C[C@H](O)[C@@H](CO)O4)n3)n2)c1	1	6	1.2	-3	nt	1	1	-2	-18
25	Cc1ccc(C(=O)N2[C@@H]3CN(C)C(=O)[C@@]2(Cc2ccccc2)[C@H]2C(=O)N(Cc4ccccc4)C(=O)[C@@H]32)cc1	-4	0	0.1	-7	nt	-7	8	-4	4
26	Cc1cc(=O)n2c3ccccc3n(C)c2n1	-10	20	0.7	2	nt	15	6	-2	-28
27	CCOC(=O)N1CCN(C(=O)COc2cccc3c2CCN(Cc2ccccc2C)C3=O)CC1	-21	-2	3.1	-11	-19	13	5	-8	-8
28	O=C1CCC[C@@H]2CC(N3CCCCC3)C[C@@H]3CCN1[C@H]23 (stereo partly drawn)	0	5	0.3	-9	-10	14	0	-21	-6
29	CCCOC1CCCN(C(=O)CCc2nnc(CCCCc3ccccc3)o2)C1 (stereo not drawn)	-9	0	3.7	1	-16	10	5	-17	-1
30	CCc1ccccc1NC(=O)CCC(=O)N1CCN(C(C)=O)CC1	-9	11	0.6	-3	nt	21	0	-6	-9
31	COc1ccc(C(=O)O)c(O)c1	0	5	0.8	-3	-7	9	0	-8	-9
32	COc1cc(/C=C(\C#N)c2ccccn2)ccc1OCC(=O)Nc1ccc(Br)cc1	2	8	0.8	-3	1	14	0	-4	-1
33	CC(C)Cn1cc(C(=O)NCc2cccs2)c2c3ccccc3n(C)c2c1=O	35	0	2.7	-1	-6	2	8	-5	-7
34	CCN(CC)S(=O)(=O)c1ccc(C(=O)N2CCc3ccccc32)cc1	-5	-5	9.1	-1	4	6	3	-5	16
35	CC(C)(C)c1ccc(CN2N=C(/C=C/c3ccccc3)CCC2=O)cc1	-5	13	1.4	-9	-17	16	4	-11	-6
36	COc1ccc(C2Nc3ccccc3C(=O)N2c2ccc(C)cc2)cc1Cn1nnc2ccccc21 (stereo not drawn)	-15	-1	0.8	-3	-21	3	1	-19	-4
37	COC(=O)[C@H](Cc1ccccc1)NC(=O)N1CCN(Cc2ccccc2)CC1	-2	-4	0.9	-5	-14	-13	11	8	7
38	COc1ccc(C2C(C(=O)c3ccc(C)o3)=C(O)C(=O)N2Cc2cccnc2)cc1OC (stereo not drawn)	-14	8	1.2	2	-13	9	1	-23	-14
39	COC(=O)c1cc2n3ccccc3c(C)c(-c3ccccc3)c-2c1C(=O)OC	6	7	1.5	-3	-21	24	8	-10	-15
40	CC(=O)N1CCc2cc(Br)cc(S(=O)(=O)CCC(=O)Nc3c(C)n(C)n(-c4ccccc4)c3=O)c21	-11	3	0.9	-4	-10	-10	1	-16	-3

# Only CHRM1 PAM and M1 ag parental, for 4 of the compounds above:
no. | compound | CHRM1 PAM | M1 ag parental
31 | COc1ccc(C(=O)O)c(O)c1 | 5 | 0.8
32 | COc1cc(/C=C(\C#N)c2ccccn2)ccc1OCC(=O)Nc1ccc(Br)cc1 | 8 | 0.8
33 | CC(C)Cn1cc(C(=O)NCc2cccs2)c2c3ccccc3n(C)c2c1=O | 0 | 2.7
34 | CCN(CC)S(=O)(=O)c1ccc(C(=O)N2CCc3ccccc32)cc1 | -5 | 9.1

# (listing goes on)
no.	SMILES	TAAR1 antagonist	CHRM1 PAM	M1 ag parental	CHRM1 agonist	CHO parental Ca	CHO-K1 Ca PAM	TAAR1 agonist	CHO-K1 Ca antag	CHRM1 antagonist
41	CCOC(=O)C1=C(O)C(=O)N(c2ccc(S(N)(=O)=O)cc2)C1c1ccccc1 (stereo not drawn)	17	-8	-0.1	-1	-1	3	7	-3	-4
42	CC(C)CNC(=O)c1cccc2c(-c3cccnc3)coc12	-21	10	0.4	-1	nt	20	4	-11	-16
43	CC(=O)c1ccc(Oc2cc(-c3ccccc3)nc(-c3ccccc3)n2)cc1	-13	8	-0.3	-1	-16	6	0	-5	-9
44	Cc1ccc(F)cc1NC(=O)N1CCNC(=O)C1CC(=O)Nc1cc(Cl)ccc1Cl (stereo not drawn)	19	9	1.7	0	-2	7	11	-8	-11
45	CCN(C(=O)CSc1cc(C)c2cccc(C)c2n1)C1CCS(=O)(=O)C1 (stereo not drawn)	6	5	0.8	1	-9	13	6	-12	-5
46	CC1CCc2c(nc3sc4c(c3c2N)CCCC4)C1 (stereo not drawn)	-1	-22	5.5	-10	-19	14	3	-1	6
47	CN1CCN(C(=O)C2CC(c3c(F)cccc3Cl)=NO2)CC1 (stereo not drawn)	1	1	1.3	-5	-2	13	8	-22	-5
48	Cc1cccc(NC(=O)C[n+]2cccc(C)c2)c1	-9	4	1.7	-8	-9	8	2	0	-5
49	CC(=O)Nc1ccc(S(=O)(=O)NCC2CCC(C(=O)NCCC3=CCCCC3)CC2)cc1 (stereo not drawn)	7	4	0.9	-7	-16	21	6	-17	-2
50	C/C(=N\NC(=O)c1cc(-c2cccc([N+](=O)[O-])c2)n[nH]1)c1ccc(F)cc1	-20	12	0.5	-2	-16	10	0	-13	-14
51	COc1ccccc1N1C(=O)c2ccc(C(=O)Nc3ccc(C(=O)O)cc3)cc2C1=O	-14	7	2.1	-3	4	20	6	-12	-7
52	Cc1ccc(C(c2ccc(C)c(C)c2)C(O)C2OC(=O)C(O)C2O)cc1C (stereo not drawn)	-18	7	1.3	-3	nt	20	3	-16	-14
53	COC(=O)CNC(=O)Cn1nc(C)c([N+](=O)[O-])c1C	-10	8	1.4	-4	-9	15	0	-13	-10
54	COc1cc(CN2CCN(c3cccc(C)c3C)CC2)cc(Br)c1O	-3	-8	0.3	-7	-17	22	13	-2	-5
55	COc1cc(/C=N/NC(=O)c2ccncc2)cc(OC)c1OC	0	0	-0.5	-2	2	-21	5	18	-1
56	CC(=O)N1CCN(C(=O)CCNS(=O)(=O)c2ccc(Br)cc2)CC1	14	6	-0.2	-6	-14	13	-1	-9	-1
57	COc1ccc(SC[C@H](C)CN2CC[C@H](C)CCC2=O)cc1	3	0	1.2	-6	-27	5	23	-14	-1
58	CCc1ccc(N2CC(C(=O)Nc3ccc(S(=O)(=O)NCC4CCCO4)cc3)CC2=O)cc1 (stereo not drawn)	-16	2	-0.6	-9	-11	3	-2	-4	2
59	NSc1nc(N)c2nc(-c3ccccc3)c(-c3ccccc3)nc2n1	7	9	-0.6	-2	0	11	3	-6	-16
60	N#Cc1ccc(OCC(=O)OCC(=O)Nc2sccc2C(N)=O)cc1	31	-4	16*	3	6	-9	21	-8	17
61	COC(=O)c1c(NC(=O)c2ccoc2C)sc(C)c1C	-11	14	0.4	0	-11	6	0	0	-20
62	CC(C)(C)NC(=O)NC(=O)CN1CCN(S(=O)(=O)/C=C/c2ccccc2)CC1	2	2	0.7	-4	-7	-8	-2	-5	-9
63	COc1cc(C(C)=O)ccc1Oc1ncnc2c1cnn2-c1ccc(C)c(C)c1	-7	2	0.8	-5	-21	14	3	-12	1
64	Cn1c(N)c(S(=O)(=O)N2CCN(C(=O)c3ccco3)CC2)c(=O)n(C)c1=O	-10	0	0.0	-2	4	18	0	2	5

# Screens deposited in PubChem BioAssay by The Scripps Research Institute Molecular Screening Center.
